Cneo AK release: Cryptococcus neoformans lysis via adenylate kinase release. lysis activity, % at 15 µM. 360,000 compounds, 0.2% hits. AID 651654. C. neoformans lysis, adenylate kinase release luminescence, 4 h; normalised: neutral wells 0, clomiphene wells 100;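 active = mean lysis activity across replicates of at least 80%, whatever share of replicates individually reach that level; inactive = mean lysis activity below 80%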
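Signal: Adenylate kinase release luminescence | Assay system: Log-phase Cryptococcus neoformans yeast cells | Input: Cells at 5 × 10^6 per mL | Buffer or medium: Fresh YPD growth medium | Compound: Single dose | Schedule: Static 4 h at 37 °C with compound, 1 h detection | Controls: Clomiphene | Read-out: Luminescence rise reflecting yeast cell lysis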
E-selectin induc: induces E-selectin expression in human endothelial cells. P16581. HUVEC E-selectin immunofluorescence imaging; normalized: neutral wells 0, TNF-alpha wells 100. activation, % at 7.58 µM. 260,000 compounds, 0.37% hits. AID 686992;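 active = mean E-selectin-positive cell signal at least 10% of the positive control, reached in at least 60% of replicates, without over 20% cell loss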;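 also: in these data hits start at about 27%; measured in HUVEC primary endothelial cells; signal is the percent of cells scored E-selectin positive by PE staining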
Target sequence (P16581 whole entry, looked up): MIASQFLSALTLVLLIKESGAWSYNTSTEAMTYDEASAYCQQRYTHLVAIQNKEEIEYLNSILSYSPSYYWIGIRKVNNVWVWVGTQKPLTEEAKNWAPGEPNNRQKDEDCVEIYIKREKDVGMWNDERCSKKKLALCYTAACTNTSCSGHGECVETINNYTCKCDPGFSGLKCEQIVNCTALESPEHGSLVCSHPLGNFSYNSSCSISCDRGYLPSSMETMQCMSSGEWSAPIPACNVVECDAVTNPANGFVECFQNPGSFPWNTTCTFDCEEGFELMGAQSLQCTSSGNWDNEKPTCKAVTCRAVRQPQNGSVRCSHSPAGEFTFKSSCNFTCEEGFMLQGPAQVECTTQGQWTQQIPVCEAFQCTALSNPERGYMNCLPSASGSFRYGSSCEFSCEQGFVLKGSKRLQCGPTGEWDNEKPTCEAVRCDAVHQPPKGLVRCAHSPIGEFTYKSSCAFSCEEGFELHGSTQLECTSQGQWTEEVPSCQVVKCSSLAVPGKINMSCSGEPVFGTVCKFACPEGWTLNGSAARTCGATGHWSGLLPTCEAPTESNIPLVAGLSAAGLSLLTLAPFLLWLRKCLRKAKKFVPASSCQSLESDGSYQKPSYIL
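Test system: HUVEC; input: 3,000 HUVEC/well; measured by: immunofluorescence imaging; read-out: % PE-positive cells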
miR-122 sensor: inhibitors of miR-122 in Huh7 cells; Huh7 miR-122 Renilla luciferase sensor, 48 h; neutral wells = 0, positive control = 100; activation (reporter increase), % at 12.5 µM; 340,000 compounds, 0.3% hits; AID 602342;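 active = mean replicate activation score at least 90 and every replicate individually at or above 90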;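 also: higher luciferase means less miR-122 activity so hits act as miR-122 inhibitors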
PglD DTNB: blocks C. jejuni PglD acetyltransferase activity. AID 602405. inhibition, % at 12.5 µM. purified PglD enzyme, DTNB colorimetric CoA detection. 360,000 compounds, 0.098% hits; in the data active = inhibition above about 16%, passing the limit was not always enough; also: strong numbers were not always called active
RAD54 branch: RAD54 (human) branch migration inhibition. 360,000 compounds, 0.14% hits. inhibition, % at 10.4 µM. AID 602329. RAD54 Holliday junction branch migration, FAM/BHQ fluorescence. Q92698;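 active = mean normalized replicate activity at least 40 and at least half of replicates scoring 40 or more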;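 also: 0% = median of neutral control wells and 100% = median of positive control wells; inhibitors cause a drop in the FAM fluorescence signal; in these data hits start at about 50%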
PGC1a acetyl inh: PGC1a acetylation modulation, inhibitor mode; U2OS PGC1a acetylation, AlphaScreen anti-acetyl-lysine; with virally co-expressed GCN5 acetyltransferase; inhibition, % at 15.6 µM; 350,000 compounds, 0.17% hits; AID 651687;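 active = every replicate shows inhibition of at least 40%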;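 also: 0% = neutral control wells and 100% = positive control wells; some results beyond the cut were filed as inactive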
RAD52 anneal inh: blocks human RAD52 DNA annealing; AID 651710; inhibition, % at 18.7 µM; P43351; 360,000 compounds, 0.46% hits; recombinant RAD52 DNA annealing, FRET fluorescence;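 active = every replicate showing at least 50% inhibition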
Target sequence (P43351 whole entry, looked up): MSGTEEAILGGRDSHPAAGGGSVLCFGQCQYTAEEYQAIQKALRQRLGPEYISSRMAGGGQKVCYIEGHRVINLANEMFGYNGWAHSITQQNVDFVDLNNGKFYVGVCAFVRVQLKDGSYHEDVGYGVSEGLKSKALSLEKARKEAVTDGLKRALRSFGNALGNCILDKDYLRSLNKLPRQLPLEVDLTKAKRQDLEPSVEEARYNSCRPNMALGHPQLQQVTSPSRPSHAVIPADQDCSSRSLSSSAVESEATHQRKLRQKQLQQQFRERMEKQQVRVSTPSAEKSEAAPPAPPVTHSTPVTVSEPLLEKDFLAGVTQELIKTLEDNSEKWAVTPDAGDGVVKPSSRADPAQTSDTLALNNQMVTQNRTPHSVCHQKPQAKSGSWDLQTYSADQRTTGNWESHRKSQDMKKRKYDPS
ERAP1 HTS inh: blocks human ERAP1 aminopeptidase activity. Q9NZ08. inhibition, % at 10.7 µM. AID 652197. 340,000 compounds, 0.15% hits. recombinant ERAP1, Leu-AMC fluorescence, 60 min;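 active = mean replicate inhibition of at least 30%, or all replicates individually reaching that 30% level; inactive = mean below 30% and not every replicate reaching it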;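 also: 0% = neutral control wells and 100% = L-leucinethiol positive control wells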
The depositor's hits bear a star; / = not tested or not shown; [ ] = dose if it differs, or a comment.

SMILES | Cneo AK release | E-selectin induc | miR-122 sensor | PglD DTNB | RAD54 branch | PGC1a acetyl inh | RAD52 anneal inh | ERAP1 HTS inh
NS(=O)(=O)c1cccc(NC(=O)COC(=O)Cn2cc(C(F)(F)F)ccc2=O)c1 | 6 | -0.1 | / | -5 | -11 | 3 | -1 | -2
CCN(CC)C(=O)c1cccc(-c2csc(C(O)c3ccc(OC)cc3)n2)c1 (configuration not stated) | 0 | 0.1 | 6 | -3 | 6 | / | -10 | 8
CCC(=O)NC(c1ccc(OC)cc1)c1cc(Cl)c2cccnc2c1O (configuration not stated) | / | -0.1 | / | / | / | 3 | -6 | -2
COCCCNC(=O)c1ccccc1Sc1ccc(NC(C)=O)nc1 | / | / | 1 | / | / | 18 | -10 | 6
Clc1ccc(-c2nc(N3CCCCC3)nc3ccccc23)cc1 | 2 | / | 4 | -7 | -22 | 32 | / | /
CCOC(=O)C(=O)N(C)c1c(CC)nc2c(OCc3cccc(Cl)c3)cccn12 | 0 | -0.5 | -5 | 1 | 7 | 5 | -18 | 0
C#CCCc1cocc1/C=[N+](\[O-])c1ccc(C(=O)OCC)cc1 | -1 | 0.2 | -4 | -3 | 7 | -2 | -15 | -2
CN(CCCNC(=O)c1cc2c(Cl)nc3ccccc3c2s1)Cc1ccccc1 | 3 | 5.7 | 4 | 4 | 23 | / | -3 | 11
Nc1nc(Cl)cc(N2CCCC2)n1 | 8 | 0.0 | 4 | -4 | -1 | -4 | -14 | 2
COc1ccc(N(Cc2cc(=O)[nH]c3ccccc23)C(=O)C(C)C)cc1 | 2 | / | 1 | 5 | -6 | -3 | -7 | -2
CC(C)CC#Cc1ccc2c(c1)O[C@@H](CN(C)Cc1ccc(F)cc1)[C@@H](C)CN([C@H](C)CO)S2(=O)=O | 14 | -0.1 | -5[16.7 µM] | 2 | 11 | -20 | 12 | -1
Cc1cc(C(C)(C)C)cc(S(=O)(=O)NCCc2ccncc2)c1C | 0 | -0.1 | -44 | -3 | 4 | -12 | 7 | 0
CCCn1c(SCC(=O)N2CCCCC2)nnc1-c1ccco1 | -1 | / | -7 | -4 | 3 | -3 | / | /
COc1ccc(C)cc1S(=O)(=O)NCc1ccccn1 | 2 | 0.1 | 28 | 3 | 5 | / | -1 | 0
O=C(C[C@H]1CC[C@H](NS(=O)(=O)c2ccc(F)cc2)[C@H](CO)O1)NCCc1ccncc1 | -8 | 1.0 | / | 1 | 3 | -2 | -4 | -1
CC(=O)Nc1ccc(NC(=O)C(C)OC(=O)CNC(=O)c2ccc(-c3ccccc3)cc2)cc1 (configuration not stated) | 4 | / | 2 | -2 | -5 | / | 2 | 0
Cc1noc(C)c1NC(=O)N(C)C[C@@H]1Oc2ccc(NS(=O)(=O)c3ccc(F)cc3)cc2CC(=O)N([C@@H](C)CO)C[C@H]1C | -3 | 0.2 | -1[16.7 µM] | -1 | -1 | 10 | 3 | 1
COc1ccccc1/C=C/C1(C(=O)NC2CCCC2)CC(=O)N1c1ccc(F)cc1 (configuration not stated) | -1 | / | -2 | 8 | 5 | 0 | / | /
CN1C(=O)CSC1=NCC12CC3CC(CC(C3)C1)C2 | 0 | / | / | 1 | -5 | -3 | -2 | -2
Cc1ccccc1N(CC(=O)N1CCCCCC1)S(C)(=O)=O | -3 | / | 3 | -4 | 3 | 14 | 10 | -2
CC(C)NC(=O)Nc1ccc2c(c1)CC(=O)N([C@H](C)CO)C[C@H](C)[C@H](CN(C)Cc1ccc(C(=O)Nc3ccccc3N)cc1)O2 | / | 3.8 | 114*[16.7 µM] | / | / | -6 | 7 | 1
COc1ccc(Br)cc1/C=N/NC(=O)c1ccc2nc[nH]c2c1 | 3 | / | 0 | 3 | -4 | 13 | 1 | -1
Cc1nn(CC(=O)NCCc2ccco2)c(=O)c2nn(-c3ccccc3)c(C)c12 | -1 | / | 1 | -4 | -1 | -5 | -15 | 0
CC(=O)N1CCN=C1SCc1cccc(Cl)c1 | -1 | / | -3 | 1 | 13 | 1 | -2 | 2
CC(=O)CCC1CC(c2ccc(Cl)cc2)=NO1 (configuration not stated) | -1 | 0.1 | 2 | 3 | -7 | 8 | -6 | 6

The last 4 entries of the part before open the next one:
SMILES | Cneo AK release | E-selectin induc | miR-122 sensor | PglD DTNB | RAD54 branch | PGC1a acetyl inh | RAD52 anneal inh | ERAP1 HTS inh
COc1ccc(Br)cc1/C=N/NC(=O)c1ccc2nc[nH]c2c1 | 3 | / | 0 | 3 | -4 | 13 | 1 | -1
Cc1nn(CC(=O)NCCc2ccco2)c(=O)c2nn(-c3ccccc3)c(C)c12 | -1 | / | 1 | -4 | -1 | -5 | -15 | 0
CC(=O)N1CCN=C1SCc1cccc(Cl)c1 | -1 | / | -3 | 1 | 13 | 1 | -2 | 2
CC(=O)CCC1CC(c2ccc(Cl)cc2)=NO1 (configuration not stated) | -1 | 0.1 | 2 | 3 | -7 | 8 | -6 | 6
COc1ccc(NC(=O)COc2cc(C)cc(C)c2)cc1S(=O)(=O)N1CCCCC1 | 5 | 1.1 | 9 | -1 | 1 | -6 | -1 | -1
CC(=O)c1ccc(S(=O)(=O)N(C)CC(=O)Nc2cccc(S(=O)(=O)N3CCCC3)c2)cc1 | 0 | -0.3 | 16 | 1 | -3 | -10 | -23 | 0
COc1ccccc1CN1C(=S)SC(C)(C)C1NO (configuration not stated) | -1 | / | 10 | 1 | 2 | / | / | /
C/C(=N\O)C(=O)NCc1ccncc1 | 2 | / | -3 | -2 | -4 | -6 | / | /
N#Cc1nc(COc2ccc(Cl)cc2)oc1N1CCCC1 | 0 | / | -15 | -4 | 7 | 13 | / | /
Cc1ccccc1COc1ccc(/C=C(\C#N)C(N)=O)cc1 | -2 | / | 3 | -1 | 12 | / | -8 | 4
O=C(O)CSc1nnc(Cc2cccc3ccccc23)n1-c1cc(C(F)(F)F)cc(C(F)(F)F)c1 | 0 | 3.9 | 3 | 4 | 1 | 21 | -25 | 6
CC(C)c1nnc(-c2ccc(Cl)cc2)c(N(C)C)n1 | 2 | / | 12 | 2 | 11 | 4 | / | /
S=C1NCCc2ccccc2C1c1ccccc1 (configuration not stated) | 17 | / | 11 | -6 | 17 | 2 | / | /
Cc1cc(OCC(=O)N2CCOCC2)cc2oc(=O)c3ccccc3c12 | -2 | / | -6 | 6 | -1 | 1 | / | /
CCOc1cc(/C=C2/NC(=O)N(CC(=O)OC)C2=O)ccc1OC | 0 | 1.3 | -6 | -1 | 7 | -1 | -8 | 0
O=C(O)CCS(=O)(=O)Cc1ccccc1Cl | 5 | / | 1 | -3 | -11 | 4 | 2 | 3
CC(=O)NCCNC(=O)C1Cc2c(-c3cccc(NC(C)=O)c3)ccnc2O1 (configuration not stated) | 0 | -0.1 | 3 | -1 | -12 | / | -4 | -2
Cc1cc(C)nc(Sc2ncnc3c2oc2ccccc23)n1 | 5 | / | 19 | 3 | -2 | / | / | /
COc1cccc(CN(C)Cc2c(O)ccc3ccccc23)c1 | -5 | 0.1 | 4 | 2 | 1 | -7 | -9 | 1
Cc1csc2c(=O)sc(NC(=O)c3ccc(F)cc3)nc12 | 0 | 0.9 | -2 | 9 | -4 | 4 | -9 | 2
COc1ccc(NC(=O)Nc2ccc3c(c2)C(=O)N([C@@H](C)CO)C[C@H](C)[C@H](CN(C)C(=O)Nc2ccccc2)O3)cc1 | -1 | / | -3[16.7 µM] | -3 | 0 | 2 | -2 | -1
CC(O)(c1cccc(F)c1)c1nc(-c2ccoc2)cs1 (configuration not stated) | 1 | -0.4 | 1 | 0 | -6 | -11 | -26 | 19
C=C(C)CSc1nnc(-c2ccc(OC)cc2)n1N | 7 | / | -6 | -2 | 2 | -2 | / | /
O=C(CSc1cn[nH]n1)Nc1cccc(C(F)(F)F)c1 | 2 | 0.2 | / | 4 | 1 | / | -9 | 2
CC(=O)c1cccc(NC(=O)C2CC(=O)N(c3ccc4c(c3)OCCO4)C2)c1 (configuration not stated) | -1 | -0.3 | -3 | -1 | 7 | 6 | -8 | 0
COc1ccc([C@H]2CC(=O)C=C(c3ccccc3)C2)cc1 | -2 | / | 1 | -3 | 5 | -6 | / | /
CCNC(=O)C[C@@H]1CC[C@H]2[C@H](COc3ccc(NC(=O)c4ccc(F)c(F)c4)cc3C(=O)N2C)O1 | -4 | 0.1 | -20[16.7 µM] | 4 | 2 | -4 | -5 | 0
CCCCCc1cc(=O)oc2c(C(CCN(CC)CC)c3cc(OC)c(OC)c(OC)c3)c(OC)cc(OC)c12 (configuration not stated) | 2 | 0.0 | -25 | -10 | 21 | / | 57* | 0
CCOC(=O)C(C)Sc1nc(-c2ccccc2)nc2ccc(F)cc12 (configuration not stated) | -1 | / | 2 | 10 | -3 | -3 | / | /
SMILES | Cneo AK release | E-selectin induc | miR-122 sensor | PglD DTNB | RAD54 branch | PGC1a acetyl inh | RAD52 anneal inh | ERAP1 HTS inh
CC(C)NC(=O)N1[C@@H]2c3cccc(=O)n3C[C@@H]2[C@@H](CO)[C@@H]1C(=O)N1CCc2ccccc2C1 | -1 | 0.7 | / | -2 | -16 | / | 6 | 2
Cc1c(C)c2ccc(OCC(=O)NCCN3CCOCC3)cc2oc1=O | -6 | 15 | / | 2 | -4 | / | -5 | 0
CO[C@H]1CN(C)C(=O)c2ccc(NS(=O)(=O)c3ccc(Cl)cc3)cc2OC[C@H](C)N(C)C[C@@H]1C | / | -0.1 | / | / | / | 16 | 11 | 3
CCN(CC)CCNC(=O)CCCCn1c(=S)[nH]c2c([nH]c3ccc(OC)cc32)c1=O | -2 | / | -2 | -5 | 39 | -4 | / | /
CCn1cc(C(=O)NCCO)c(=O)c2cc(F)c(N3CCN(C)CC3)cc21 | 0 | -0.1 | 2 | -3 | 14 | 1 | -14 | -2
C[C@@H]1CCCCO[C@@H](CN(C)S(C)(=O)=O)[C@@H](C)CN([C@@H](C)CO)C(=O)c2cc(NS(C)(=O)=O)ccc2O1 | 55 | 0.0 | -5[16.7 µM] | 1 | 6 | 8 | / | /
Cc1noc(C)c1NC(=O)Nc1ccc2c(c1)C(=O)N([C@H](C)CO)C[C@H](C)[C@@H](CN(C)C(=O)C1CCCCC1)OCCCC[C@H](C)O2 | 1 | 0.0 | -1[16.7 µM] | 4 | -10 | -13 | 3 | 0
COc1cccc(-c2c(C(=O)N/N=C(\C)c3cccs3)nnn2-c2nonc2N)c1 | -1 | / | 8 | -3 | 7 | 2 | 3 | -3
COc1cc(/C=C2/SC(=S)N(CCC(=O)Nc3ccc(C(=O)O)cc3)C2=O)cc(OC)c1OC | 1 | -0.2 | / | -14 | 13 | / | -21 | 10
CCS(=O)(=O)N1CCC(C(=O)NCc2cccs2)CC1 | -1 | / | -2 | -1 | -1 | 4 | / | /
O=C(C[C@H]1C[C@@H]2c3cc(NC(=O)Nc4ccc(F)cc4)ccc3O[C@@H]2[C@H](CO)O1)NC1CCCC1 | -2 | -0.1 | -7[16.7 µM] | 5 | -8 | 21 | 2 | 0
CCCn1c(C)cc(C(=O)CN2C(=O)c3ccccc3C2=O)c1C | / | 9.2 | / | / | / | 6 | -20 | -1
O=C(CSCc1cccc(F)c1)NCc1ccccc1 | / | 4.6 | / | / | / | 6 | -19 | 0
CCn1nc(NS(=O)(=O)c2ccc(C)cc2)c2cc3ccccc3nc21 | -1 | / | 6 | -3 | -8 | -3 | -17 | 3
CC1=CCC(C(C)(C)NC(=O)c2ccccc2)C/C1=N\O (configuration not stated) | -2 | / | -2 | 4 | 2 | 2 | / | /

Entries above shown as hits in miR-122 sensor:
SMILES | miR-122 sensor | PglD DTNB | PGC1a acetyl inh | RAD52 anneal inh | ERAP1 HTS inh
CC(C)NC(=O)Nc1ccc2c(c1)CC(=O)N([C@H](C)CO)C[C@H](C)[C@H](CN(C)Cc1ccc(C(=O)Nc3ccccc3N)cc1)O2 | 114*[16.7 µM] | / | -6 | 7 | 1

Compound activity from PubChem.
